N370S GC = N370S glucocerebrosidase modulation, Gaucher chaperone candidate; N370S GC spleen homogenate, 4MU-glucoside fluorescence; Potency, µM (titrated, usually from 59.4 µM), without a hit: top-dose activity change, negative = inhibition, usual class: inhibitors; hit rate 0.092% among 330,000;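 further: 0% = full enzyme activity and -100% = no enzyme basal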
KAT2A inh = inhibitors of human GCN5L2 histone acetyltransferase. Q92830. GCN5L2 HAT assay, ThioGlo1 CoA-SH fluorescence. Potency, µM (highest dose often 58.9 µM), for the others: top-dose activity change, negative = inhibition, usual class: inhibitors. hit rate 0.21% among 390,000. AID 504327
Target sequence (Q92830 whole entry, looked up): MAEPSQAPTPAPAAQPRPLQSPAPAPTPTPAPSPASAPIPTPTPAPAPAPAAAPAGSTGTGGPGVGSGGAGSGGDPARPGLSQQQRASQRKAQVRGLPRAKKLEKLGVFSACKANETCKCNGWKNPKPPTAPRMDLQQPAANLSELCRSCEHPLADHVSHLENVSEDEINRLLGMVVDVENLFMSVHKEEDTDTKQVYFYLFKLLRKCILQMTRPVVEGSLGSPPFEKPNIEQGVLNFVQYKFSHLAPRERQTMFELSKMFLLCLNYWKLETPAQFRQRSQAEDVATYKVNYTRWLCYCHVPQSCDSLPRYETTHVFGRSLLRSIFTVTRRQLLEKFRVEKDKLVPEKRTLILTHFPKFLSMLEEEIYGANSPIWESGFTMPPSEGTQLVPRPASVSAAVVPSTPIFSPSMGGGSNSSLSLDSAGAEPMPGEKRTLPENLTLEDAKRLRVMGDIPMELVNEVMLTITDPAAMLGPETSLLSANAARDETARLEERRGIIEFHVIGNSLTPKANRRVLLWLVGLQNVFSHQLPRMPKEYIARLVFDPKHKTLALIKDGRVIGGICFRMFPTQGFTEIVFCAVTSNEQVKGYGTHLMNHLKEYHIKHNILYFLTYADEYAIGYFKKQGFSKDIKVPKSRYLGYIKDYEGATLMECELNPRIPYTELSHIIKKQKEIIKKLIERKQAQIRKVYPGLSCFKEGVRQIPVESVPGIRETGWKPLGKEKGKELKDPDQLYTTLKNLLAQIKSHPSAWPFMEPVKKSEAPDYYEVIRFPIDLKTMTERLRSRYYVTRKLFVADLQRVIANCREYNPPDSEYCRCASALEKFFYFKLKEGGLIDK
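Titration-based screen in which CoA formation is detected via maleimide probe ThioGlo1 (50uM) turning fluorescent on thiol reaction; substrates H3(1-25) 75uM and acetyl-CoA 70uM, GCN5L2 20nM, 20 min incubation at room temperature.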
FEN1 inh = inhibitors of human flap endonuclease 1 | Recombinant FEN1 flap cleavage, fluorescence, 15 min | Potency, µM (series often up to 114 µM), for inactives: at the top dose activity change, negative = inhibition, hits mostly inhibitors | hit rate 0.35% among 390,000 | AID 588795; further: nearly all actives have a fitted effect of over 65% in size
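Concentration–response screening of FEN1 (10 nM): 15 min compound preincubation at room temperature, reaction started with 50 nM substrate and read at 0 and 15 min. Corrected, normalized data were fitted by a four-parameter Hill equation.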
Starred values were filed as active, the others as inactive; ? = inconclusive; · = not tested or not shown; & = joins results of further samples; [ ] = another dose, or the depositor's remark. The call rests on the fitted dose curve; in most records, active means well fitted curve in the direction sought with a large enough effect; inconclusive means small, poorly fitted or top-dose-only effect, or another doubt; inactive means no such curve, though single readings can be large; an effect the other way counts as inactive or inconclusive. Unless noted, on the % scale 0 is the no-effect control and ±100 the full control effect; potency means the concentration at half of the fitted maximal effect.

Values run as follows: N370S GC, KAT2A inh, FEN1 inh
> COc1cc(NS(=O)(=O)c2ccc(NC(=S)NC(=O)CC(C)C)cc2)nc(OC)n1
→ 7%, -2%, -5%
> COc1ccc(NC(=O)CC2C(=O)N(c3ccc(C)cc3)C(=O)N2C2CCCCC2)cc1 (stereo not drawn)
→ ·, 0%, -17%
> CCOC(=O)c1sc(-c2ccc(C(F)(F)F)cc2)nc1O
→ 4%, -18%, 3%
> CCOC(=O)c1cn(-c2c(Cl)cccc2Cl)c2cc(Cl)c([N+](=O)[O-])cc2c1=O
→ -6%, -5%, 10%
> Cc1ccc(NS(=O)(=O)c2cc(C(=O)N(C)C3CCN(C)CC3)ccc2Cl)cc1Cl
→ ·, 1%, -4%
> CCOC(=O)c1[nH]c2ccccc2c1NC(=O)NC(C)C
→ 3%, -4%, 0%
> COc1cccc(C2CC(c3cccs3)=NN2C(=O)CSc2nc3ccccc3o2)c1OC (stereo not drawn)
→ 17%, -6%, -9%
> CCN(CC)S(=O)(=O)c1ccc(N2CCCC2)c(C(=O)OCC(=O)N2CCCC2)c1
→ 7%, -1%, 20%
> Cc1ccccc1C(=O)Nc1nnc(-c2ccco2)o1
→ 13%, -8%, -3%
> CCc1cc(C(=O)OC)c(NC(=O)CC2NCCNC2=O)s1 (stereo not drawn)
→ 1%, -1%, 1%
> Cc1ccccc1-n1c(SCC(=O)Nc2c(C)cccc2C)nc(O)cc1=O
→ -2%, 0%, 7%
> CCOCCn1c(=NC(=O)CSCC(=O)Nc2cc(C)on2)sc2cc(OC)ccc21
→ -6%, -12%, 13%
> Cc1ccc(OCCCSc2nc(-c3ccc(C(C)(C)C)cc3)nc3cc(=O)[nH]n23)cc1C
→ ·, ?, ?
> COC(=O)c1sccc1NC(=O)/C=C/c1c(Cl)cccc1Cl
→ 8%, -4%, -3%
> COc1ccc([C@H](OC)[C@@]2(Cc3ccc(O)cc3)N=C(N)N(C)C2=O)cc1
→ ·, -3%, 0%
> O=S1(=O)CCN2C(=N1)SC1=C2CCN(Cc2ccccc2)C1
→ -6%, -1%, 5%
> CCc1c(C)c2ccc(OCC(=O)NCC3CCC(C(=O)O)CC3)c(C)c2oc1=O (stereo not drawn)
→ -3%, -8%, 18%
> COc1ccc2c(c1)C(=O)[C@@H](O)[C@H](c1ccc(OC)c(Br)c1)O2
→ -11%&7%, -7%, 5%
> COC(=O)[C@@H](NC(=O)c1ccc2c(c1)S(=O)(=O)c1ccccc1C2=O)C(C)C
→ 0%, -9%, -8%
> COCCCNC(=O)/C(C#N)=C/c1c(N2CCN(c3ccccc3)CC2)nc2c(C)cccn2c1=O
→ 6%, -5%, ?
> COc1ccc(CN2CCC(C(=O)N(C)CCc3ccc(OC)c(OC)c3)CC2)c(OC)c1
→ -1%, -1%, 6%
> COc1ccc(C)cc1NC(=S)N1CC(C)OC(C)C1 (stereo not drawn)
→ -22%, -2%, -3%
> CC1CCN(S(=O)(=O)c2ccc(Cl)cc2Br)CC1
→ 5%, -19%, -5%
> CC1CCC(NC(=O)C2CCC(CNS(=O)(=O)c3ccccc3)CC2)CC1 (stereo not drawn)
→ -14%, ?, -3%
> Cc1cccc(N2CCN(Cc3nc(-c4ccccc4Cl)oc3C)CC2)n1
→ -10%, -24%, -17%
> Fc1ccccc1-c1ccc(/C=N/Nc2nc3ccccc3[nH]2)o1
→ 3%, -3%, -19%
> O=C1SCCC1NC(=O)C(c1ccccc1)c1ccccc1 (stereo not drawn)
→ 5%, -1%, -11%
> CCc1ccc(C(=O)c2cn(CC(=O)NCCc3ccccc3)c3nc(C)ccc3c2=O)cc1
→ ·, 19%, -6%
> COc1ccc(S(=O)(=O)n2nc(OC(=O)c3cccs3)cc2N)cc1
→ 1%, -8%, -16%
> O=C(NNS(=O)(=O)c1ccccc1)c1cnn(-c2ccc(Cl)cc2)c1C(F)(F)F
→ -6%, -7%, 16%
> Oc1[nH]c2ccccc2c1N=Nc1ccc(C(F)(F)F)cn1
→ 21%, 0%, 8%
> Cc1cccc(C)c1NC(=S)NC(C)CCc1ccccc1 (stereo not drawn)
→ 3%, -3%, -10%
> C#C[C@]1(O)CCC2C3CCC4=C(CCC(=O)C4)C3CC[C@@]21C (stereo partly drawn)
→ 2%, 22%, ·
> Cc1ccc(-c2noc(COc3ccc(Br)c(C)c3)n2)cc1
→ ·, -1%, -4%
> COc1ccc(NCc2ccc([N+](=O)[O-])s2)c(OC)c1
→ -12%, -5%, ?
> COc1ccc2[nH]c(C(=O)NCCCn3ccnc3)cc2c1
→ -7%, -8%, 3%
> Cc1cccc2cc(C(c3nnnn3C(C)(C)C)N3CCN(C(=O)c4ccco4)CC3)c(=O)[nH]c12 (stereo not drawn)
→ -15%, 1%, -5%
> Cc1cc2ncn(S(=O)(=O)c3ccc(S(=O)(=O)N4CCOCC4)cc3)c2cc1C
→ -1%, -5%, 1%
> CCOC(=O)c1c(S(=O)(=O)Nc2ccc(F)cc2Cl)c(C)n(C)c1C
→ -3%, -3%, -16%
> CN(CC(=O)Nc1ccc(F)cc1)C(=O)C1Cc2ccccc2CN1S(C)(=O)=O (stereo not drawn)
→ 3%, -1%, -2%
> Cc1ccc(C2=CC(c3c(F)cccc3Cl)n3ncnc3N2)cc1C (stereo not drawn)
→ ·, 1%, -17%
> COCC(=O)N(C)C1(c2nnnn2CCOC(=O)Nc2ccc(Cl)cc2)CCCCC1
→ -17%, 4%, -12%
> NC(=O)c1nsc(C(=O)N(Cc2cccnc2)C(C(=O)NC2CCCCC2)c2ccc(F)cc2)c1N (stereo not drawn)
→ -2%, -7%, 9%
> CCOc1ccc(C(=O)C[n+]2ccc(C(=O)NCc3ccccc3)cc2)cc1
→ -18%, 1%, -2%
> Cn1/c(=N\NC(=O)c2ccccc2Cl)sc2ccccc21
→ -2%, -1%, 0%

In the list so far, these contain a thiophene ring, fused or not:
Values run as follows: N370S GC, KAT2A inh, FEN1 inh
> COc1cccc(C2CC(c3cccs3)=NN2C(=O)CSc2nc3ccccc3o2)c1OC (stereo not drawn)
→ 17%, -6%, -9%
> CCc1cc(C(=O)OC)c(NC(=O)CC2NCCNC2=O)s1 (stereo not drawn)
→ 1%, -1%, 1%
> COC(=O)c1sccc1NC(=O)/C=C/c1c(Cl)cccc1Cl
→ 8%, -4%, -3%
> COc1ccc(S(=O)(=O)n2nc(OC(=O)c3cccs3)cc2N)cc1
→ 1%, -8%, -16%
> COc1ccc(NCc2ccc([N+](=O)[O-])s2)c(OC)c1
→ -12%, -5%, ?

Going on with the list.
Values run as follows: N370S GC, KAT2A inh, FEN1 inh
> CC(=O)OCC(=O)C1=CCC2C3CCC4=CC(=O)C=CC4(C)C3(F)C(OC(C)=O)CC12C (stereo not drawn)
→ 2%, -5%, 1%
> CCO/N=C(\C)c1c(O)cc(C(C)C)n(-c2ccccc2)c1=O
→ 6%, -3%, -1%
> O=C(NC1CCN(Cc2ccccc2)CC1)C1CCCN(c2nnc(-n3cccc3)s2)C1 (stereo not drawn)
→ -3%, -5%, -6%
> Cc1ccc(-n2c(C)c3c(C)nnc(C)c3c2C)cc1C
→ ·, -4%, -8%
> CCCCOc1ccccc1N
→ 3%, 0%, 11%
> CCc1nn2c(=O)cc(CSCC(=O)Nc3ccccc3F)nc2s1
→ 3%, -26%, 8%
> O=C(c1ccccc1)c1ccc2nc(Nc3ccccc3Cl)c3nncn3c2c1
→ ·, -6%, -7%
> Cc1cccc(N2CCN(C(=O)CCCCn3c(=O)[nH]c4ccsc4c3=O)CC2)c1C
→ ·, -10%, -18%
> CC1CCC2(CC1)NC(=O)N(CC(=O)Nc1ccc(F)cc1)C2=O (stereo not drawn)
→ ·, -13%, 4%
> O=C(NCCc1ccc(F)cc1)C(=O)NCC1CCCN1S(=O)(=O)c1ccccc1 (stereo not drawn)
→ -2%, -5%, -2%
> NS(=O)(=O)c1cccc(NC(=O)Cn2nc(C(=O)O)c3ccccc3c2=O)c1
→ -6%, -1%, 9%
> CC1(C)Cc2c(c(-c3ccccc3)nc3[nH][nH]c(=O)c23)CO1
→ 1%, -2%, -14%
> O=C(Cc1ccc(-n2c(=O)[nH]c3ccsc3c2=O)cc1)N1CCN(c2ccc(Cl)cc2)CC1
→ -23%, -5%, 6%
> O=c1c2cc3c(cc2n(Cc2ccc(Cl)cc2)c(=O)n1Cc1nc(-c2ccccc2)no1)OCO3
→ ·, -3%, 16%
> COc1ccc(S(=O)(=O)Cc2ccc(C(=O)NCc3ccccc3OC)o2)cc1
→ -5%, -7%, 12%

Next section (2 carried over from the part before).
Values run as follows: N370S GC, KAT2A inh, FEN1 inh
> O=c1c2cc3c(cc2n(Cc2ccc(Cl)cc2)c(=O)n1Cc1nc(-c2ccccc2)no1)OCO3
→ ·, -3%, 16%
> COc1ccc(S(=O)(=O)Cc2ccc(C(=O)NCc3ccccc3OC)o2)cc1
→ -5%, -7%, 12%
> Cc1nc(C)c(C(=O)N2CCCC(C(=O)c3cc(F)ccc3F)C2)s1 (stereo not drawn)
→ -9%, ?, 1%
> O=C(COc1ccccc1F)NC1CC1
→ ?, -3%, 5%
> CCS(=O)(=O)N1CCC(C(=O)Oc2ccccc2Br)CC1
→ -1%, -2%, -7%
> CCN(CC(=O)NCc1cccs1)C(=O)c1ccc(S(=O)(=O)Nc2ccccc2C)cc1
→ -2%, 1%, 1%
> COCCCNc1nc2c(c(=O)n(Cc3ccc(Cl)cc3)c(=O)n2C)n1C
→ 0%, -7%, 5%
> O=C(NC1CCCCC1)C1CCN(c2nnnn2-c2ccccc2)CC1
→ -11%, 1%, -11%
> COc1ccc(CCNC(=O)[C@@H]2C[C@H]2c2ccccc2)cc1OC
→ 4%, -1%, -2%
> COc1cccc(-c2nc(CS(=O)CC(=O)O)c(C)o2)c1 (stereo not drawn)
→ 19%, -5%, 17%
> O=C(Nc1ccccc1Sc1ccccc1)C1CCCO1 (stereo not drawn)
→ 4%, -17%, -8%
> COc1ccccc1C1CC(=O)Oc2ccc(C(C)(C)C)cc21 (stereo not drawn)
→ 15%[89.1 µM], ?, 0%
> Cc1c2cnn(-c3ccccc3)c(=O)c2c(C)n1CCCC(=O)Nc1ccc(F)cc1F
→ ·, -6%, -17%
> Cc1ccc(-n2nc(C(=O)c3ccccc3)n3c(=O)cc(-c4ccccc4)nc23)cc1
→ 1%, -4%, -10%
> CC1CCN(C(=O)c2ccc3c(c2)NC(=O)CN3)CC1
→ ?, -5%, 12%
> O=C(CSc1nnc(NC(=O)CN2CCOCC2)s1)Nc1ccccc1
→ -1%, -1%, -2%
> O=S(=O)(Nc1cccnc1)c1ccc(F)cc1
→ -6%, -8%, 19%
> COc1ccc(N/C(N)=N/c2nc(C)c(Cc3ccccc3)c(=O)[nH]2)cc1
→ 0%, -3%, 16%
> COc1ccc(-c2cc(C(F)(F)F)nc(N3CCCCC3)n2)cc1OC
→ -16%, -27%, -26%
> O=C(NCC1CCCO1)C1CCN(C2CCN(C(=O)CC3CCCC3)CC2)CC1 (stereo not drawn)
→ 7%, -15%, -4%
> Cc1cccc2cc3c(N)c(C#N)sc3nc12
→ 5%, -14%, ?
> COc1cc(C(=S)NC2CCCCC2)ccc1O
→ 6%, -13%, -1%
> COc1ccc(CCNC(=O)C2CCC(CNS(=O)(=O)c3ccccc3)CC2)cc1OC (stereo not drawn)
→ 4%, 5%, ·
> COc1ccccc1N1CCN(Cc2nc3ccccc3[nH]2)CC1
→ 7%, 0%, 10%
> CC(=O)Nc1ccc(NC(=O)CCC(=O)OCC(=O)c2cccc([N+](=O)[O-])c2)cc1
→ 2%, -4%, -2%
> O=C(Nc1ncc(Cc2ccc(Cl)cc2)s1)c1ccc2c(c1)CC(c1ccccc1)OC2=O (stereo not drawn)
→ ·, -5%, 19%
> Cc1nonc1OCCNCCNc1ccccc1[N+](=O)[O-]
→ -21%, -4%, -4%
> O=C(OCCOCCN=C1NS(=O)(=O)c2ccccc21)c1ccccc1
→ 0%, 1%, -6%
> CCn1c(=O)n(CC)c2cc(N3CCCC3)c(NC(=O)c3ccccc3)cc21
→ 0%, -5%, 13%
> Cc1ccc(N2C(=O)CSC2=S)cc1C
→ -3%, -5%, 4%
> CCN1C(=O)[C@H]2[C@@H](c3ccc(C)cc3)N3C(=O)N(c4cccc(Br)c4)C(=O)[C@@]3(CC)[C@H]2C1=O
→ -4%, -7%, 9%
> CCOC(=O)C1CCCN(CCC(=O)Nc2ccc(Br)cc2)C1 (stereo not drawn)
→ -12%, 3%, 8%
> Cc1ccc(Cc2nnc(SCC(=O)Nc3ccccc3Cl)[nH]c2=O)cc1
→ -9%, -1%, 3%
> CC(C)c1nnc(SCC(=O)Nc2ccc3c(c2)OCCO3)n1C
→ -3%, 0%, -2%
> COc1cccc(C(=O)NNC(=O)Cc2ccc([N+](=O)[O-])cc2)c1
→ 5%, 5%, -2%
> Cn1c(=O)oc2cc(S(=O)(=O)N3CCCC(C(=O)NCc4ccc5c(c4)OCO5)C3)ccc21 (stereo not drawn)
→ -5%, -5%, 24%
> CSc1ccc(C2NC(=O)c3c(sc4c3CCN(C)C4)N2)cc1 (stereo not drawn)
→ 25%, -18%, -3%
> Cn1cccc1Cc1nnc(SCC(=O)Nc2ccc3c(c2)OCCO3)n1-c1ccc(F)cc1
→ 4%, 0%, 13%

From PubChem BioAssay
